# Source: PubChem BioAssay (several laboratories)
# SRC2 inh – human SRC2 (NCOA2) inhibition | HEK293 GAL4-SRC2 luciferase reporter, luminescence | inhibition, % at 9 µM | hit rate 0.17% among 370,000;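 active = inhibition above the mean inhibition of all tested compounds plus 3 SD, set per campaign, cut at about 52% in these data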;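 also: 0% = DMSO treated cells and 100% = cells given Gossypol at 36 µM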
# EBV LMP1 NFkB – reduces LMP1-driven NF-kappaB luciferase signal; inhibition, % at 12.5 µM; AID 504558; LMP1-induced NF-kappaB luciferase reporter cells, luminescence; hit rate 0.69% among 350,000; in the data active = inhibition above about 41%;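 also: 0% = neutral control wells and 100% = reference inhibitor control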
# TWEAK Fn14 block – blocks TWEAK-Fn14 interaction in a reporter cell assay; TWEAK-stimulated Fn14 reporter cells, luciferase luminescence, 8 h; inhibition, % at 10 µM; hit rate 2% among 360,000; AID 1159606; in the data active = inhibition above about 50%
# NR5A2 inv ag – inverse agonists of human LRH-1 (NR5A2); O00482; HEK293T StAR-luciferase reporter, LRH-1 transfected, 24 h; inhibition, % at 3.6 µM; hit rate 0.13% among 360,000;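 active = inhibition above the mean inhibition of all tested compounds plus 3 SD, cut at about 73% in these data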;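 also: 0% = DMSO wells and 100% = reporter-only cells lacking LRH-1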
# NOD2-RIPK2 inh – inhibitors of human NOD2-RIPK2 interaction. CHO BLA complementation NOD2-RIPK2, CCF4 ratio. O43353. hit rate 0.38% among 360,000. inhibition, % at 4.98 µM; in the data active = inhibition above about 21%;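 also: 0% = vehicle only and 100% = reference blocker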
# TLR9-MyD88 inh – inhibitors of human TLR9-MyD88 binding; Q9NR96+Q99836; CHO BLA complementation TLR9-MyD88, CCF4 FRET ratio; inhibition, % at 4.98 µM; hit rate 0.21% among 340,000;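 active = inhibition above the mean over all tested compounds plus 3 SD, cut at about 21% in these data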;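 also: 0% = DMSO only wells and 100% = clavulanate BLA inhibitor control wells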
# TROY NFkB inh – TROY signaling inhibition. Q293 LMP1-TROYcd NF-kB luciferase reporter, 4 h. inhibition, % at 10 µM. hit rate 0.98% among 360,000;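 active = compounds whose plate-normalised and pattern-corrected inhibition of the luciferase reporter signal at the single screening dose is 50% or more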
# TRAIL sens C8 – sensitizes caspase-8 expressing cells to TRAIL; inhibition (viability loss, TRAIL sensitization), % at 10 µM; NB7+C8 cells + TRAIL, ATPlite viability luminescence; hit rate 1% among 360,000; AID 624354;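 active = compounds causing at least 50% loss of cell viability in the single-dose screen, relative to plate controls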
# COUP-TFII inh – inhibitors of human COUP-TFII (NR2F2). HEK293T NGFI-A luciferase reporter, luminescence. hit rate 0.7% among 370,000. inhibition, % at 8.6 µM;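 active = inhibition above a per-plate cutoff, mean inhibition of test wells between control levels plus 3 SD, cut at about 38% in these data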;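 also: cells cotransfected with COUP-TFII expression vector driving the NGFI-A reporter; 0% = median of COUP-TF2 test wells and 100% = reporter-only cells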
# SRC3 inh – human NCOA3 inhibition. HEK293 GAL4-SRC3 luciferase reporter, luminescence. inhibition, % at 3.6 µM. hit rate 0.17% among 360,000. AID 588352;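 active = inhibition above a per-campaign cutoff, the mean of all compounds plus 3 SD, cut at about 60% in these data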;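 also: 0% = DMSO-treated cells and 100% = gossypol-treated cells at 36 µM; higher means less SRC3-driven luciferase light from the GAL4 reporter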
# SRC1 inh – human NCOA1 inhibition; HEK293 GAL4-SRC1 luciferase reporter, luminescence; hit rate 0.12% among 360,000; Q15788; inhibition, % at 3.6 µM; AID 588354;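 active = inhibition above the campaign mean plus 3 SD, with each screening campaign given its own cutoff, cut at about 60% in these data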;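 also: 0% = DMSO treated cells and 100% = gossypol at 36 µM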
# The depositor's hits bear a star; / = not tested or not shown. This is a subset, so the mix of outcomes need not match the whole.
Structure,SRC2 inh,EBV LMP1 NFkB,TWEAK Fn14 block,NR5A2 inv ag,NOD2-RIPK2 inh,TLR9-MyD88 inh,TROY NFkB inh,TRAIL sens C8,COUP-TFII inh,SRC3 inh,SRC1 inh
CCCC(=O)n1nc(-c2ccco2)nc1N,4,3,4,13,-13,4,9,-2,9,2,-2
Cc1ccccc1NC(=O)COC(=O)CCC(=O)c1cccs1,7,6,5,-7,2,-4,3,-6,0,-30,-7
CCOC(=O)c1nn(-c2ccc(OCC)cc2)c2nc(-c3ccco3)c(C#N)c(=O)n12,8,1,-38,11,-11,-4,40,2,16,5,9
CC1=C(C(=O)N(C(C)C)C(C)C)CC(CC(=O)NCc2cccs2)C(=O)N1Cc1ccccc1 (stereo unspecified),3,14,5,-26,3,0,-4,24,-5,-13,-3
O=C(CCc1ccccc1)NNC(=O)COc1ccc([N+](=O)[O-])cc1,10,-26,9,2,2,-4,2,3,-16,10,-32
COc1ccc(NC(=O)C(=O)NCC(=O)Nc2cc(OC)ccc2OC)cc1,13,-2,-4,3,1,2,-13,-8,5,-13,15
OCc1cnc(SCc2ccccc2)n1Cc1ccccc1,5,-1,1,-7,-7,-5,5,2,0,12,-23
COc1ccc(Cl)cc1S(=O)(=O)N1CCN=C1Cc1ccccc1,-9,-4,-9,-2,1,-1,-5,-8,0,18,-11
COc1ccc(/C=N\NC(=O)c2ccccc2Br)cc1COc1c(F)c(F)cc(F)c1F,17,0,18,10,1,-6,42,19,13,13,1
CC(NC(=O)c1ccco1)c1nc(-c2ccc(C(C)(C)C)cc2)no1 (stereo unspecified),5,-6,57*,-6,-9,-8,20,15,2,-21,2
C=CCN1C(=O)C2(OCCCO2)c2cccc(C)c21,-10,7,-5,15,-13,3,-1,11,-3,1,2
COC(=O)[C@@]12C[C@@H](CC(=O)N3CCCC3)C(=O)N(Cc3ccco3)C1=CCC(C)(C)C2,-5,/,/,12,-2,/,/,-4,3,/,/
CCN1C(=O)C(=O)N(CC(=O)Nc2cccc(C(F)(F)F)c2)C1=O,-31,-3,35,-5,-1,2,1,9,-12,6,-11
Cc1ccc(C(=O)N(CCc2ccccc2)Cc2ccccc2)cc1S(=O)(=O)N1CCCCC1,0,9,16,-1,2,0,-3,28,5,1,0
Cc1ccc2nc(SCC(=O)N3CCC(Cc4ccccc4)CC3)nc(=O)n2c1,-6,7,1,16,2,1,23,10,22,0,-2
CCc1nnc(NC(=O)CSc2nc(-c3ccccc3)c(-c3ccccc3)o2)s1,13,3,1,-3,-3,6,14,5,-6,11,1
CC(C)(C)N1CC(c2nc3ccccc3n2Cc2ccc(F)cc2)CC1=O (stereo unspecified),3,-12,14,14,5,5,3,-7,-11,-5,-13
O=C(Nc1ccccc1C(=O)Nc1ccccc1C(=O)O)c1ccccc1,-5,2,-37,6,-5,-5,12,19,-6,12,5
O=C(CN1C(=O)C2C3C=CC(C3)C2C1=O)OCC(=O)c1ccc([N+](=O)[O-])cc1 (stereo unspecified),-10,-1,38,21,-24,3,-23,6,14,-1,10
COc1ccccc1CNC(=O)COC(=O)Cc1c[nH]c2ccccc12,-9,1,10,-6,3,-11,19,2,2,10,-34
O=C(N/N=C/c1cccnc1)c1cccc(NC(=O)c2cccc(Br)c2)c1,-25,12,49,-19,-2,-11,-62,0,4,-27,-19
CCN(CC)S(=O)(=O)c1ccc(Cl)c(C(=O)NCC2CCCO2)c1 (stereo unspecified),-3,9,13,9,5,4,-4,-14,-22,6,-5
CCO[C@@H]1OC(C(=O)N2CCN(Cc3ccc4c(c3)OCO4)CC2)=C[C@H](c2ccc(Br)cc2)[C@H]1CCCO,5,-12,2,-3,4,6,2,-6,0,0,-1
O=C(O)CCn1c(SCCc2ccccc2)nc2ccccc21,-20,1,0,2,-10,0,2,-1,-3,26,7
CCCNC(=O)NC1C(NC(=O)NCCC)N(C)C(=O)N1C (stereo unspecified),-24,-4,16,8,8,2,0,-1,-1,-7,-2
Cc1ccnc(NC(=O)c2ccc(Cl)c(S(=O)(=O)N3CCCCC3)c2)c1,-7,16,20,-23,1,-14,-18,20,20,-28,-52
Cn1c(=O)c2cc(NC(=O)Cc3ccccc3F)ccc2n1Cc1ccc(Cl)cc1,-5,/,-13,-12,2,/,-6,-10,-1,0,-17
CCn1c(=N)n(CC(O)c2ccccc2)c2ccccc21 (stereo unspecified),3,6,0,0,4,-12,-4,-5,1,8,4
O=C(CCC1CCCN(C(=O)c2cc(C3CC3)[nH]n2)C1)N1CCN(c2ccccn2)CC1 (stereo unspecified),-3,-1,3,-7,-8,8,1,4,0,12,-21
CC(=O)Nc1sc(C)c(C)c1CN1CCN(S(=O)(=O)c2ccccc2)CC1,7,-8,-3,10,-5,6,7,19,-2,6,-15
COc1cc(NC(=O)c2ccc3c(c2)OCCO3)ccc1NC(=O)c1ccco1,-13,-3,-11,-4,-7,6,-16,3,11,2,-13
CCc1nnc(SCC(=O)Nc2ccc(C(C)=O)cc2)nc1CC,3,7,32,5,-2,-7,-1,2,-3,-6,-12
OCCC1CN(Cc2cccn2-c2ncccn2)CCN1Cc1ccccc1 (stereo unspecified),-15,0,4,11,-14,-1,6,2,24,15,-9
CCCc1nnc(NC(=O)CCC(=O)N2CCN(S(=O)(=O)c3ccc(OC)cc3)CC2)s1,7,-5,-5,7,-9,-5,-15,5,-10,-9,-15
Nc1nnc(-c2ccccc2)c(-c2ccccc2)n1,19,5,8,19,2,5,-12,1,8,3,-2
O=C(NNc1ccc(F)cc1F)c1c(F)cccc1Cl,23,-9,58*,-1,-7,-10,-11,4,9,16,6
Cc1ccc(S(=O)(=O)N(C)CC(=O)NCCc2c[nH]c3ccccc23)cc1,0,0,13,7,-15,-2,24,7,9,2,4
FC(F)(F)c1cccc(-c2nc3ccccc3n2C(c2ccccc2)c2nc3ccccc3[nH]2)c1 (stereo unspecified),-47,/,/,-60,-10,/,/,12,-73,/,/
CCN(CC)CCCNC(=O)Cn1cnc2ccc(S(=O)(=O)N3CCC(C)CC3)cc2c1=O,3,-6,3,-17,-19,-8,-3,0,17,9,6
CC(C)(C)NC(=O)CN1C(=O)c2cccc3cccc1c23,8,3,-7,-2,2,-1,-4,-3,3,4,-7
O=C(CNS(=O)(=O)c1ccc(Br)cc1)NC1CCCC1,-6,-10,3,-1,-3,-7,-4,-26,-2,9,-11
CN(C(=O)c1cccc(NC(=O)Cc2cccc(NC(=O)C3CCN(C(=O)C4CCCCC4)CC3)c2)c1)C1CC1,-14,0,4,13,0,9,-4,-14,-4,-2,-19
O=C(O)Cn1c(=O)c2c3c(sc2n(Cc2ccc(F)cc2)c1=O)CCCC3,-5,2,-11,-11,-5,2,-19,5,-8,12,18
CCN(CC)c1ccc(NC(=O)CCN2C(=O)c3ccccc3S2(=O)=O)c(C)c1,13,-6,-8,-5,-5,7,-1,-16,2,-8,4
OC(COCC1COc2ccccc2O1)CN1CCN(c2ccccc2F)CC1 (stereo unspecified),13,-1,6,2,-6,-1,6,7,-6,-6,-5
COc1ccccc1N1CCN(C(=O)Oc2ccccc2)CC1,-16,-6,-9,-21,2,-83,-20,11,1,-21,1
CCCN(CC1CC1)C(=O)Nc1ccccc1C,5,-2,0,-11,-6,-2,3,-6,9,7,-20
Cc1ccc2nc(-c3ccccc3)c(Cc3cccc(F)c3)n2c1,-21,/,19,-65,-3,/,2,29,-40,/,/
Cc1cc2c(=O)n(Cc3ccco3)c(SCC(=O)c3ccc(Cl)s3)nc2s1,-3,9,54*,8,-3,2,11,14,28,16,3
C=CCC[C@H](Cc1ccc(F)cc1)C(=O)OC[C@@H](NC(=O)[C@H](CC=C)CC(=O)NCCO)c1ccccc1,-2,1,7,8,4,-11,-18,6,18,6,-12

# Additional records:
Structure,SRC2 inh,EBV LMP1 NFkB,TWEAK Fn14 block,NR5A2 inv ag,NOD2-RIPK2 inh,TLR9-MyD88 inh,TROY NFkB inh,TRAIL sens C8,COUP-TFII inh,SRC3 inh,SRC1 inh
CCC(C)n1c(-c2cccc(S(=O)(=O)N3CCOCC3)c2)n[nH]c1=S (stereo unspecified),2,-6,4,-18,-3,-8,-9,-1,9,5,0
O=C(NCc1ccc(F)c(F)c1)c1cccc2c(-c3cccnc3)coc12,-13,/,33,11,9,/,28,14,23,-26,1
O=C(Nc1ccccc1)/C(=C/c1ccc(F)cc1)NC(=O)c1ccco1,-3,10,2,-3,-8,2,17,7,-9,-10,4
O=C(NCCN1CCCC1)c1ccc2c(c1)N(Cc1ccc(F)cc1)C(=O)c1ccccc1S2=O (stereo unspecified),3,-4,-9,-8,1,2,-1,10,-5,-3,1
NS(=O)(=O)c1ccc(NC(=S)NC(=O)C2CCCCC2)cc1,-37,-3,-31,-1,-5,5,-15,-6,-1,11,-33
CCCCC(=O)NC(=S)NNC(=O)CC#N,-5,-7,2,4,-2,2,14,-7,-13,-12,-1
C=CCOc1ccc(/C=C2/C(=N)N3N=C(CC(=O)N4CCCC4)SC3=NC2=O)cc1OC,3,9,6,-27,2,-2,-3,14,11,16,-22
Cc1ccc(C)c(N2C(=O)C3C4C=CC(CC4)C3C2=O)c1 (stereo unspecified),5,5,-8,-6,-5,-1,1,-16,3,2,-2
O=[N+]([O-])c1ccc(/C=N/Nc2nc(NCc3ccccc3)nc(N3CCOCC3)n2)cc1,3,-2,0,-10,0,-9,-12,-9,0,-2,-30
CCCCn1c(SCC2CCCCO2)nc2cc(S(N)(=O)=O)ccc21 (stereo unspecified),-24,-2,6,1,-5,-4,4,-13,9,1,-13
C/C(=N/N1CCN(c2ccccn2)CC1)c1cccc([N+](=O)[O-])c1,-25,10,-11,-39,3,0,-15,4,-3,-93,-39
O=S(=O)(NC1=NCCCCCC1)c1cccs1,6,3,9,11,-14,1,1,19,9,19,1
Cc1nc2ccccc2cc1OCc1ccccc1,3,-4,26,12,-8,-7,-5,18,24,-13,-12
CC(=O)NCCc1ccc(C(=O)COC(=O)C2CCCCC2)cc1,-52,-5,90*,24,1,-2,86*,10,-14,-2,-1
COc1ccc(C2=NS(=O)(=O)N(C)C(C(=O)Nc3cc(OC)c(OC)c(OC)c3)=C2)cc1,-1,-7,-1,1,-2,-8,3,4,-2,-14,0
CNC(=O)C1CC(=O)N(Cc2ccc3c(c2)OCO3)C(=Nc2ccc(F)cc2)S1 (stereo unspecified),-13,1,-10,36,-3,-1,12,10,4,1,-4
CCNc1nc(OC)nc(Oc2ccc(=O)n(-c3ccccc3)n2)n1,-9,2,-8,-21,1,0,-14,14,-22,5,2
CS(=O)(=O)N(CC(=O)Nc1ccc(C(N)=O)cc1)C1CCCCC1,-19,-1,-16,-9,-1,5,12,7,-13,-2,-3
COc1ccc(/C=N/NC(=O)c2ccn[nH]2)cc1COc1ccc([N+](=O)[O-])c(C)c1,-25,/,18,-60,-7,/,2,-6,-31,-38,-29
